Compound activity from PubChem BioAssay.
HIV peptide binding – inhibitors of HIV fusion peptide binding, primary screen, biochemical, uHTS, fluorescence dequenching (AID 1986). cell-free peptide binding, fluorescence dequenching, 30 min; higher % means a stronger effect. 290,000 tested, 0.3% active. one-dose inhibition, % at 20 µM; IC50 in µM for titrated hits; in the data active = inhibition mostly above about 52%, no sharp cut-off; inactive = mostly below about 76%; note: some results filed as inactive read as strong as hits
NOD1 inhibition – inhibition of NOD1-driven NF-kB reporter – cell-based, luminescence, uHTS, primary screen (AID 1578). 290,000 tested, 1% active. one-dose inhibition, % at 4 µM; EC50 in µM for titrated hits. NOD1-driven NF-kB luciferase reporter cells, luminescence; higher % means a stronger effect; in the data active = inhibition mostly above about 36%, no sharp cut-off; inactive = mostly below about 34%;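 note: HEK-293T reporter cells stimulated with the NOD1 agonist gamma-tri-DAP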
Myeloid diff MLP – myeloid differentiation induction | calls only at 10 µM | ER-HoxA9 myeloid progenitors, lysozyme-GFP differentiation, flow cytometry | AID 624256 | 360,000 tested, 1% active;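 active = normalized GFP-positive differentiation at or above the plate's own cutoff, the solvent-only control mean plus 3 SD; inconclusive = no clear call, values can overlap the other calls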;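 note: cells exposed to compound for four days before flow analysis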
PhoP inhibition – inhibitors of PhoP regulon expression, primary screen, Salmonella Typhimurium, GFP reporter (AID 1863); inhibition, % at 50 µM; hits with a dose series show IC50 in µM; 300,000 tested, 0.16% active; S. Typhimurium PhoP-regulated promoter GFP reporter, 4 h; higher % means a stronger effect;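 active = inhibition over 29.93%, a cutoff 3 SD above the screen mean, later confirmed by dose response; inconclusive = inhibition over 29.93% but no dose response follow-up; inactive = inhibition at most 29.93% or unconfirmed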;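 note: 0% = low Mg2+ inducing control and 100% = high Mg2+ repressing control; strong numbers were not always called active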
KOR beta-arrestin-1 – kappa opioid receptor blockers – cell-based, luminescence, uHTS (AID 1778); KOR beta-arrestin recruitment, luminescence, antagonist mode; higher % means a stronger effect; inhibition, % at 10 µM, or IC50 in µM where a hit was titrated; 290,000 tested, 0.091% active; note: strong numbers were not always called active
NOD2 inhibition – inhibition of NOD2-driven NF-kB reporter – cell-based, luminescence, uHTS, HEK293 (AID 1566); HEK293 NOD2/NF-kB luciferase reporter, luminescence; higher % means a stronger effect; inhibition, % at 4 µM; hits with a dose series show EC50 in µM; 290,000 tested, 0.63% active; note: many of its hits are not listed in these tables
Siah-1 displacement – Siah-1 peptide-binding antagonists, primary screen, biochemical, fluorescence polarization, rhodamine-plectin, uHTS (AID 1817) | displacement, % at 20 µM, or IC50 in µM where a hit was titrated | 290,000 tested, 0.02% active | Siah-1 / rhodamine-plectin peptide fluorescence polarization; higher % means a stronger effect;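 active = displacement of at least 50% at 20 µM, with a fluorescence ratio check between 0.3 and a set limit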;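 note: plate controls were Siah plus tracer with DMSO for no effect and tracer alone without Siah for full effect; strong numbers were not always called active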
KOR beta-arrestin-2 – kappa opioid receptor activators – cell-based, luminescence, uHTS, primary screen (AID 1777). KOR beta-arrestin recruitment, luminescence; higher % means a stronger effect. activation, % at 10 µM; hits with a dose series show EC50 in µM. 280,000 tested, 0.02% active; in the data active = activation above about 50%, passing the limit was not always enough; note: a part of the inactive calls stands beside numbers as strong as those of hits
LYP inhibition – inhibitors of LYP phosphatase, biochemical, fluorescence intensity, uHTS (AID 1779); recombinant LYP phosphatase, fluorescence intensity; higher % means a stronger effect; one-dose inhibition, % at 11.5 µM; IC50 in µM for titrated hits; 290,000 tested, 0.054% active;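 note: plate controls were vehicle with enzyme for no effect and no enzyme for full effect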
Myeloid diff MLP GFP+ MAC1+ % – further read-out of Myeloid diff MLP, marked with its call; GFP+ MAC1+ double positive, %; measured here: differentiation confirmed by MAC1 staining
* = called active by the depositor; i = inactive; ? = inconclusive; / = no result given; [ ] = remark or other dose. Cut-off read from the data, not from the text of the source, unless noted: active = inhibition above about 50%; inactive = the rest. Only part of the results is shown. The share of hits here may be higher or lower than overall.

SMILES	HIV peptide binding	NOD1 inhibition	Myeloid diff MLP	Myeloid diff MLP GFP+ MAC1+ %	PhoP inhibition	KOR beta-arrestin-1	NOD2 inhibition	Siah-1 displacement	KOR beta-arrestin-2	LYP inhibition
COc1ccc(N=Nc2nc(-c3ccccc3)c(-c3ccccc3)[nH]2)cc1	2.8%	-0.3%	i	0.4	20.8%	28.4%	-8.7%	-6.1%	-2.4%	8.2%
Cn1c(/N=C/c2c(O)ccc3ccccc23)nc2ccccc21	-2.4%	2.8%	i	5.6	-5.4%	-14.0%	0.0%	-7.5%	-5.7%	-4.4%
Cc1ccccc1NC(=O)Cc1nc(CCl)cs1	0.2%	-20.1%	i	0.4	2.4%	-2.1%	5.9%	7.4%	-3.6%	-5.4%
Cc1cc(NC(=O)CSc2ccc(F)cc2)no1	1.3%	-36.1%	i	0.5	-8.7%	6.1%	6.1%	8.2%	-2.2%	-7.3%
CN(NC(=S)Nc1ccc(OC(F)F)cc1)C(=S)Nc1ccc(OC(F)F)cc1	0.1%	4.5%	i	0.6	-6.4%	34.5%	1.4%	-8.8%	-1.0%	-3.9%
CCCOc1ccc(/C(O)=C2/C(=O)C(=O)N(c3ccccn3)C2c2ccc(OC)cc2)cc1C (stereo not given)	13.2%	-2.5%	i	0.3	/	27.1%	45.0%	-6.1%	-4.3%	-3.1%
COc1ccc(OC)c(NC(=S)NCCSc2ccc(C)cc2)c1	-3.0%	-17.8%	i	0.9	2.7%	/	0.7%	-5.4%	1.8%	-4.1%
O=C(Nc1ccn(Cc2cccc3ccccc23)n1)c1cccnc1	-1.2%	7.1%	i	1.2	1.5%	-6.9%[20 µM]	20.3%	2.6%	-3.7%	-9.1%
O=C(Cn1cncn1)NCc1cccc(OC(F)F)c1	0.3%	-15.9%	i	0.3	-0.9%	-6.6%	14.0%	2.7%	-4.0%	-2.8%
COc1ccc(OC)c(NC(=O)C2C3CC4OC(=O)C2C4C3)c1 (stereo not given)	0.7%	5.6%	i	0.5	-0.3%	-23.0%	2.8%	-9.8%	2.2%	-4.1%
O=C(Nc1ccccc1C(=O)O)/C(=C/c1ccc([N+](=O)[O-])cc1)NC(=O)c1ccc(Br)o1	20.5%	-1.1%	i	0.3	-9.7%	-35.6%	21.8%	-1.9%	-1.5%	-3.9%
Cc1cc(C)n(CCOc2ccc(Br)cc2)n1	0.1%	-4.6%	i	0.2	-7.9%	-17.8%	-12.8%	-1.5%	-2.0%	-8.2%
CSc1nc(Sc2ccccc2)c2ccccc2n1	0.3%	-14.1%	i	0.7	5.6%	-7.9%	10.7%	7.5%	-2.3%	2.0%
Cc1ccc(S(=O)(=O)NCCc2cccs2)cc1	-1.1%	-6.1%	i	0.6	-0.7%	28.9%	3.7%	5.5%	3.2%	-3.1%
CCN(CC)C(=O)CCn1nc(-c2ccc(C)cc2)c2ccccc2c1=O	-0.2%	-3.1%	i	0.4	-4.4%	-40.8%	1.3%	-1.6%	2.4%	-3.9%
Cc1nc(Nc2ccc3c(c2)OCCO3)c2oc3ccccc3c2n1	-0.6%	-31.3%	i	0.6	9.3%	26.1%	2.8%	2.9%	6.1%	2.5%
c1ccc(-n2c(SCc3ccncc3)nnc2-c2ccco2)cc1	-1.8%	2.4%	i	1.2	2.2%	-0.8%	13.9%	-4.0%	-0.1%	-9.2%
COC(=O)c1ccc(/C=N/OCC(=O)NCc2ccc(F)cc2)cc1	0.6%	-35.6%	i	0.6	2.1%	-9.1%	-4.7%	8.6%	-2.5%	-0.5%
COc1ccc(N(CC(=O)NCCc2cccc(C)c2)S(=O)(=O)c2c(C)noc2C)cc1	-1.5%	-4.0%	i	5.2	8.8%	8.8%	5.3%	-4.3%	-1.2%	-7.6%
COC(=O)c1ccc(Oc2ccc(C(C)(C)C)cc2)c([N+](=O)[O-])c1	0.5%	16.9%	i	1.8	10.7%	9.9%	9.2%	-1.9%	0.1%	-0.2%
COc1cc(-c2noc(C)c2C#Cc2ccsc2)cc(OC)c1OC	1.4%	0.6%	?	/	3.3%	-202.7%[20 µM]	12.8%	6.6%	-1.5%	-0.1%
CCn1c(SCC(=O)Nc2ccccc2)nc2c1c(=O)n(C)c(=O)n2C	1.4%	-19.9%	i	1.9	3.4%	30.5%	14.2%	6.3%	1.9%	-7.2%
C=CCN1C(=O)NC(c2ccccc2)(C(F)(F)F)S/C1=C(\C#N)c1nnc(N2CCOCC2)n1-c1ccccc1 (stereo not given)	0.4%	43.1%	i	0.3	-5.2%	29.6%	11.7%	-3.7%	-0.3%	-7.2%
O=C(CCCCn1c(=O)[nH]c2ccsc2c1=O)NCCc1ccccc1	-1.9%	-18.3%	i	0.1	-2.6%	-0.5%	5.5%	-5.1%	-4.8%	-1.4%
O=C(Nn1cnnc1)c1cc2c(s1)CCCC2	6.1%	-22.5%	i	14.0	-17.5%	11.2%	-6.4%	2.0%	12.1%	0.6%

Single entries from the list.
O=C(Nn1cnnc1)c1cc2c(s1)CCCC2 in HIV peptide binding is listed with 6.1%
Cc1ccc(S(=O)(=O)NCCc2cccs2)cc1 in HIV peptide binding is listed with -1.1%
O=C(Nc1ccccc1C(=O)O)/C(=C/c1ccc([N+](=O)[O-])cc1)NC(=O)c1ccc(Br)o1 in Myeloid diff MLP GFP+ MAC1+ % is listed with 0.3

(cont.)
SMILES	HIV peptide binding	NOD1 inhibition	Myeloid diff MLP	Myeloid diff MLP GFP+ MAC1+ %	PhoP inhibition	KOR beta-arrestin-1	NOD2 inhibition	Siah-1 displacement	KOR beta-arrestin-2	LYP inhibition
NS(=O)(=O)c1ccc(NC(=O)C(Sc2ccccc2)c2ccccc2)cc1 (stereo not given)	1.3%	-21.7%	i	0.4	3.9%	11.0%	16.3%	8.0%	-1.6%	-1.1%
CCC(C)(C)NC(=O)CN(C(=O)CCC(=O)Nc1cc(C)ccn1)c1ccc2c(c1)OCO2	0.5%	-20.7%	i	0.8	-7.8%	-28.7%	-2.5%	3.4%	0.2%	-6.8%
Cc1cccc2sc(N(CCCN(C)C)C(=O)c3cc4ccccc4oc3=O)nc12	-2.5%	-38.5%	i	0.8	0.1%	13.7%	-4.4%	-3.9%	-2.0%	-5.9%
O=C1CN(C(=O)COC(=O)C2CCN(S(=O)(=O)c3ccccc3C(F)(F)F)CC2)c2ccccc2N1	-1.8%	6.0%	i	0.9	-9.0%	-12.4%	-2.4%	-4.7%	-2.5%	-3.9%
Cc1ccc(C)c(NC(=O)NNC(=O)c2ccc3ccccc3c2O)c1	4.8%	29.4%	i	1.5	-3.5%	-8.0%	5.4%	-2.6%	4.0%	-7.5%
COc1ccc(-c2csc3ncnc(Oc4cccc5ccc(C)nc45)c23)cc1	1.4%	25.5%	i	0.9	-9.9%	13.6%	13.3%	1.6%	-0.4%	1.5%
CCN(CC)S(=O)(=O)c1ccc(Cl)c(C(=O)OCC(=O)c2c(N)n(C)c(=O)n(C)c2=O)c1	-1.4%	0.6%	i	0.1	-9.2%	14.4%	10.9%	-1.4%	2.1%	-0.9%
CCc1ccn2cc(-c3ccc4c(c3)OCO4)nc2c1	-0.3%	/	i	0.1	-8.0%	-5.6%	/	-0.9%	2.8%	-14.9%
CCCCc1ccc(S(=O)(=O)N2CCN(C(=O)c3ccco3)CC2)cc1	2.0%	-21.9%	i	0.8	-3.2%	30.3%	10.0%	8.0%	1.8%	1.0%
Cc1ccc(C(NC(=O)C2CCCCC2)c2c(O)ccc3ccccc23)cc1 (stereo not given)	-0.2%	20.0%	i	0.8	10.9%	-1.8%	11.4%	4.6%	9.3%	3.2%
CCn1c(=O)c2cc(C(=O)Nc3cc(C)on3)sc2c2ccccc21	-0.6%	-12.1%	i	2.0	-3.0%	-56.5%	-24.6%	-1.4%	5.2%	-11.8%
O=C(NCC1CCCO1)c1ccc(CS(=O)(=O)c2ccc(Br)cc2)o1 (stereo not given)	-2.4%	-15.4%	i	2.2	6.8%	-27.6%	-8.6%	-1.8%	-0.3%	-3.5%
COc1ccc([N+](=O)[O-])cc1NC(=O)CCN1CCN(C)CC1	-0.7%	-16.6%	i	0.4	2.1%	23.4%	15.6%	-3.8%	-7.8%	-4.8%
CCOc1ccc(S(=O)(=O)Nc2ccc(C(=O)N3CCCC3)cc2)cc1C(N)=O	-0.8%	28.8%	i	0.3	12.9%	-59.8%	14.6%	-9.6%	8.1%	-11.5%
CC(=O)N(CN1C(=O)c2ccc([N+](=O)[O-])cc2C1=O)c1ccc(F)cc1	0.5%	17.1%	i	2.0	-9.1%	-21.1%	2.8%	-8.7%	-3.7%	-6.4%
Cn1cc(C(CC(=O)O)C(=O)O)c2ccccc21 (stereo not given)	6.9%	-15.4%	i	1.7	4.5%	-11.8%	0.3%	4.5%	-1.3%	-0.4%
COc1ccc(CC(=O)NCc2n[nH]c(=S)n2-c2cccc(Cl)c2)cc1	1.0%	-37.6%	i	0.4	-3.0%	-4.7%	13.5%	5.0%	-5.2%	-3.5%
CC1(C)Cc2c(sc3[nH]c(=O)n(CC(=O)NCC4CCCO4)c(=O)c23)CO1 (stereo not given)	-1.0%	-3.5%	i	0.0	4.2%	-13.5%	-15.5%	-2.4%	-6.9%	-0.7%
CN(Cc1nc(-c2cccnc2)no1)S(=O)(=O)c1ccccc1	1.3%	-12.7%	i	0.6	-0.8%	-33.3%	14.4%	-2.9%	-5.4%	-7.0%
Cc1nn(C(=O)c2ccc3c(c2)OCO3)c(N)c1-c1ccccc1	-1.7%	-35.1%	i	1.5	-5.0%	-24.5%	-181.3%	0.9%	-1.4%	-2.5%
Cc1ccc(NC(=O)CSc2nnc(C3CCCCC3)n2N)cc1F	-2.0%	-4.0%	i	0.8	34.2%	-21.9%	5.8%	-3.1%	-6.1%	-4.2%
COc1ccc(NC(=O)NCCCN2CCC(Cc3ccccc3)CC2)cc1	-0.1%	-10.2%	i	0.2	-4.6%	-15.4%	-7.8%	-3.3%	-0.7%	-5.6%

Just KOR beta-arrestin-1, for some of the entries so far:
Compound	KOR beta-arrestin-1
COc1ccc(N=Nc2nc(-c3ccccc3)c(-c3ccccc3)[nH]2)cc1	28.4%
CN(NC(=S)Nc1ccc(OC(F)F)cc1)C(=S)Nc1ccc(OC(F)F)cc1	34.5%
COc1ccc([N+](=O)[O-])cc1NC(=O)CCN1CCN(C)CC1	23.4%
Cc1cccc2sc(N(CCCN(C)C)C(=O)c3cc4ccccc4oc3=O)nc12	13.7%
